Screens as filed in PubChem BioAssay.
GLD-1 RNA inh – GLD-1-TGE RNA interaction inhibition (C. elegans); Q17339; purified GLD-1 + fluorescein TGE RNA, fluorescence polarization; inhibition, % at 5.96 µM; hit rate 0.44% among 320,000; AID 2280;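 active = percent inhibition above a per-plate cutoff, the plate mean of test compounds plus 3 SD, cut at about 30% in these data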;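 also: 0% = DMSO wells with GLD-1 and probe and 100% = wells lacking GLD-1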
MEX-5 binding – C. elegans MEX-5 TCR-2 RNA binding activity; Q9XUB2; MEX-5/FITC-TCR2 RNA binding, fluorescence polarization; hits give low values; activity score (negative = inhibition of binding), % at 10 µM; hit rate 0.38% among 300,000; AID 1832;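 active = inhibition past about -25% in most replicates, and total fluorescence under double the plate's negative control median, limit read from the data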;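 also: 0% = DMSO and -100% = 5 µM competing unlabeled TCR2 RNA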
BCLXL inh – blocks human Bcl-xL binding to Bim BH3 peptide | hit rate 0.7% among 320,000 | inhibition, % at 10.9 µM | Q07817 | GST-Bcl-xL / FITC-Bim BH3 peptide fluorescence polarization;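 active = inhibition above the mean of all tested compounds plus 3 SD, cutoff set per campaign, cut at about 30% in these data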;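 also: 0% = DMSO wells and 100% = unlabeled Bim-BH3 peptide competitor; inhibitors lower millipolarization by displacing the labeled peptide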
Target sequence (Q07817 whole entry, looked up): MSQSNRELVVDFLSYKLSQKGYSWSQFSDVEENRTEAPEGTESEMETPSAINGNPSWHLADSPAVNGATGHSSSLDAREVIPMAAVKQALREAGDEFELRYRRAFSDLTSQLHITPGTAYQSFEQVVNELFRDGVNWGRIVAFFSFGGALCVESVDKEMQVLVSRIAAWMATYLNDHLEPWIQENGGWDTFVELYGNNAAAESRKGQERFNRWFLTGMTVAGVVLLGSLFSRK
pPAFAH inh – pPAFAH (human) enzyme inhibition | Q13093 | recombinant pPAFAH, FP-rhodamine probe fluorescence polarization | inhibition, % at 3.39 µM | hit rate 1.5% among 330,000;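 active = inhibition above the mean inhibition across the screen plus 3 SD, cut at about 25% in these data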;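 also: inhibitors block binding of the rhodamine activity-based probe so polarization drops; 0% = enzyme with DMSO and 100% = wells lacking pPAFAH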
Target sequence (Q13093 whole entry, looked up): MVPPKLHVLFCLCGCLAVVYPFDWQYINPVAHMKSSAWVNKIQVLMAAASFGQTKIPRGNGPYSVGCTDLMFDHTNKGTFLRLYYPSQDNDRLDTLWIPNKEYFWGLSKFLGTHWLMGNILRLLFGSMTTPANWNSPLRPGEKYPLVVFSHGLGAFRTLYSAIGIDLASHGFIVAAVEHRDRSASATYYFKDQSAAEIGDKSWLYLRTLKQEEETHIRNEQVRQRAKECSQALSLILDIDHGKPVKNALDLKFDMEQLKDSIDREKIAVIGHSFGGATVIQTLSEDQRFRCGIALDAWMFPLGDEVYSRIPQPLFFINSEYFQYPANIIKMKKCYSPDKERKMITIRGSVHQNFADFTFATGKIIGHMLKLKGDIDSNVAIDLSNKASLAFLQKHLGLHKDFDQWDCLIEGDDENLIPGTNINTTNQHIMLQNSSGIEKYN
PME-1 inh – blocks human protein phosphatase methylesterase 1; Q9Y570; recombinant PME-1, FP-Rh probe fluorescence polarization; inhibition, % at 5.9 µM; hit rate 0.53% among 320,000; AID 2130;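 active = inhibition above the campaign mean of all compounds plus 3 SD, cut at about 26% in these data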;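 also: competitive labeling of PME-1 active site by serine hydrolase directed probe; 0% = PME-1 with DMSO and 100% = wells lacking PME-1 enzyme; inhibitors block probe labeling so polarization falls and inhibition rises; many of its hits are not listed in these tables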
Fam108B inh – counter-screen for RBBP9 inhibitors: inhibitors of mouse Fam108B; inhibition, % at 9.51 µM; hit rate 0.33% among 300,000; recombinant Fam108B, FP-Rh probe fluorescence polarization;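 active = inhibition above the screen mean inhibition plus 3 SD, computed separately per campaign, cut at about 18% in these data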;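 also: inhibitors lower polarization as less probe binds the enzyme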
PAFAH1B2 inh – blocks human PAF acetylhydrolase 1b catalytic subunit 2; recombinant PAFAH1B2, FP-rhodamine activity probe, fluorescence polarization; hit rate 1.2% among 340,000; P68402; inhibition, % at 3.39 µM; AID 492953;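 active = inhibition above the mean of all tested compounds plus 3 SD, cut at about 24% in these data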;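 also: 0% = enzyme with DMSO and 100% = wells lacking PAFAH1B2; many of its hits are not listed in these tables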
MCL1 BIM primary – disrupts human MCL1 binding to BIM-BH3 peptide | Q07820 | hit rate 0.68% among 320,000 | GST-MCL1 / FITC-Bim-BH3 fluorescence polarization | inhibition, % at 10.9 µM | AID 2057;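 active = inhibition above the mean inhibition of all tested compounds plus 3 SD, set per campaign, cut at about 40% in these data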;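 also: 0% = DMSO wells and 100% = unlabeled Bim-BH3 peptide control; higher means more loss of mP so more displacement of Bim peptide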
Target sequence (Q07820 whole entry, looked up): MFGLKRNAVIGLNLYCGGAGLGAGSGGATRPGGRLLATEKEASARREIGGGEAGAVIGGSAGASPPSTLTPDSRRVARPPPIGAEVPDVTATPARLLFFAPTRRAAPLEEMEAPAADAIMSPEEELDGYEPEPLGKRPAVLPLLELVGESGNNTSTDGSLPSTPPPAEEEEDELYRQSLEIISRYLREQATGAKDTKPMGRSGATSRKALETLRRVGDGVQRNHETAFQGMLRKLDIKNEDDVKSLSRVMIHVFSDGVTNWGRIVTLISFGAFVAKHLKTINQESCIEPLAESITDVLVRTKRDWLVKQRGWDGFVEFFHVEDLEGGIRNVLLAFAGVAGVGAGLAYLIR
AHR activator – activates the human aryl hydrocarbon receptor. AHR-responsive luciferase reporter cells, luminescence. AID 2796. activation, % at 5 µM. P35869. hit rate 2.5% among 320,000; in the data active = activation above about 47%;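 also: 0% = vehicle wells and 100% = reference agonist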
Active calls of the source: *; · = no result given.

SMILES	GLD-1 RNA inh	MEX-5 binding	BCLXL inh	pPAFAH inh	PME-1 inh	Fam108B inh	PAFAH1B2 inh	MCL1 BIM primary	AHR activator
O=C(O/N=C1\CCCCC1c1ccc([N+](=O)[O-])cc1[N+](=O)[O-])c1c(F)cccc1F (configuration not stated)	8.2	2.4	6.9	8.9	6.5	7.9	9.8	3.8	-2.1
COc1ccccc1Nc1nc(NCc2ccco2)c2ccccc2n1	3.3	1.0	-5.7	16.6	14.9	3.7	·	-3.7	22.9
CC1=NN(c2ccc(C(=O)O)cc2)C(=O)/C1=C/c1ccc(-c2ccccc2F)o1	-16.4	-0.4	1.4	4.7	-4.8	0.8	5.2	-1.0	1.3
Cc1ccc(C(=O)/C=C/c2ccc(Br)cc2)o1	-5.2	0.2	6.0	6.0	-4.5	-6.9	4.6	0.9	-13.9
CC(=O)c1ccc(NC(=O)CSc2nccn2C)cc1	0.9	-2.7	-2.8	0.6	3.3	0.6	4.1	-0.3	-0.3
CC1CC(C)CN(CCCNC(=O)C2CCN(S(=O)(=O)N3CCCCC3)CC2)C1 (configuration not stated)	4.3	1.0	3.0	5.8	3.7	4.7	0.1	7.9	-0.4
CCOc1ccc(S(=O)(=O)N2CCN(C(=O)c3cc(-c4ccccc4)nn3-c3ccccc3)CC2)cc1	-3.9	-0.8	-11.2	1.7	-2.1	-1.2	1.4	-23.8	-2.9
Cc1ccc(CSCCNC(=O)c2ccccc2)cc1	1.2	-5.5	2.4	3.3	-3.4	-0.1	2.1	3.1	2.0
O=C(CN1CCN(S(=O)(=O)c2ccc(Cl)cc2)CC1)c1ccc(O)c(O)c1	6.6	2.2	14.2	16.0	5.4	4.6	33.2*	17.9	0.4
O=C(COC(=O)CCc1ccc(S(=O)(=O)N2CCOCC2)cc1)NCc1ccccc1	7.4	2.2	2.6	10.7	0.1	-1.4	3.1	-4.1	0.4
CC(C)c1ccc(C(=O)NNC(=O)c2n[nH]c(=O)c3ccccc23)cc1	4.4	·	-8.4	1.0	-3.1	·	1.6	-12.2	12.9
O=C(Nc1ccc(S(=O)(=O)N2CCOCC2)cc1)c1ccc(Cl)cc1	-0.2	0.5	0.2	-5.6	2.0	1.3	-7.5	3.2	-3.7
Cc1ccc2c(CC(=O)OC3CCOC3=O)coc2c1 (configuration not stated)	-4.9	-0.6	4.5	-0.4	-0.5	12.0	9.6	3.1	1.0
C=CCn1c(SCC(=O)N2N=C(c3ccco3)CC2c2ccco2)nnc1-c1ccncc1 (configuration not stated)	-3.3	0.3	6.3	2.8	1.3	6.9	6.2	4.5	0.4
Cc1ccccc1NC(=S)NC(NC(=O)c1ccccc1C)C(Cl)(Cl)Cl (configuration not stated)	2.7	-2.2	2.5	-6.3	-6.7	-2.2	1.9	5.7	3.5
CC(C)C12CCC(C(=O)O)C(C1)C(=O)O2 (configuration not stated)	-1.9	2.8	2.5	1.1	-0.1	4.9	2.1	0.0	-1.0
COc1cccc(-c2c(NC(=O)c3ccco3)oc3ccccc3c2=O)c1	2.5	2.4	1.7	0.5	1.2	-3.5	4.0	-1.2	2.6
Cc1cc(NC(=O)CCC(=O)N(CC(=O)NCC2CCCO2)c2cccc(F)c2)no1 (configuration not stated)	5.9	0.2	2.3	3.4	5.2	4.7	-2.1	4.3	-0.3
CC1CCCC(NC(=O)c2ccc(CNc3c(N4CCCC4)c(=O)c3=O)cc2)C1C (configuration not stated)	0.9	1.0	5.7	1.9	-6.7	-0.1	5.8	0.5	-2.6
CC(=O)N1c2ccc(S(=O)(=O)N3CCC(C(=O)NC(C)c4ccccc4)CC3)cc2CC1C (configuration not stated)	0.1	1.2	-5.4	-2.8	1.6	-3.7	2.8	-6.2	1.3
CCN1CCC(NC(=O)Nc2ccc(F)cc2F)CC1	-0.4	0.0	-3.0	-0.8	-1.3	-1.6	0.1	-1.0	-2.9
Nc1ccnn1Cc1ccncc1	-10.4	-1.4	-0.9	-1.1	2.8	-5.8	3.0	0.3	0.6
CCCCCN(C(=O)CCC(=O)OCC(=O)NCc1cccc(OC)c1)c1c(N)n(CCCC)c(=O)[nH]c1=O	1.3	1.6	0.4	6.5	6.0	4.0	4.1	0.7	-1.2
Cc1ccc(C2=[N+]([O-])C(C)N(O)C2(C)C)o1 (configuration not stated)	6.8	2.0	-0.2	-4.5	-1.0	4.4	-0.1	2.7	5.1
COc1ccc(NC(=O)c2cc3c(CO)cnc(C)c3oc2=Nc2cccc(F)c2)c(OC)c1	-0.7	-2.5	0.5	1.9	3.4	-0.9	5.6	-0.4	1.5
CCCCNC(=O)N(O)C1N(/N=C/c2cccnc2)C(=S)SC1(C)C (configuration not stated)	2.2	2.0	2.1	2.6	-5.8	0.0	6.3	1.2	-4.0
C=CCn1c(SCC(=O)NC23CC4CC(CC(C4)C2)C3)nc(O)cc1=O	5.3	-0.1	-0.1	8.0	3.6	-3.4	22.9	0.6	-0.9
CC(Sc1nnc(N)s1)C(=O)Nc1ccc(N2CCOCC2)cc1 (configuration not stated)	-5.9	0.8	-1.0	2.2	0.8	8.7	-6.8	-3.6	7.1
O=C(C[N+]1(CC#Cc2ccccc2)CCCCC1)c1ccc(Cl)cc1	-7.1	-0.6	9.8	-1.3	-1.2	-1.0	-5.0	0.6	40.0
CC1(C)CC(N=Cc2c(O)n(Cc3ccc4c(c3)OCO4)c(=O)c3ccccc23)CC(C)(C)N1	0.4	2.4	5.9	-3.6	-3.2	-3.4	-1.2	-2.0	-0.8
COC(=O)c1ccccc1NC(=O)Cn1cnc2cc(C)c(C)cc21	-2.1	0.4	-1.4	-12.7	2.7	-1.1	-0.7	-7.8	9.4
CN(C(=O)CSc1n[nH]c(-c2cccs2)n1)C1CCS(=O)(=O)C1 (configuration not stated)	-2.1	0.2	-0.2	-3.8	2.5	-1.2	-3.9	-2.9	20.2
O=C(CCn1nnc2ccccc2c1=O)N[C@@H](Cc1c[nH]c2ccccc12)C(=O)O	-0.1	1.1	-0.7	3.2	2.1	-3.2	3.6	-4.0	7.1
COc1ccc(C2OC(=O)CC2C(=O)NC2CCCCCC2)cc1OC (configuration not stated)	3.5	-2.1	4.0	-0.8	1.6	3.4	-1.8	5.4	0.4
Cc1cccc(C)c1NC(=O)CNC(=O)CCCc1c[nH]c2ccccc12	4.1	1.8	3.0	2.2	3.8	1.2	1.2	-1.2	6.5
CCCC1Cc2c(sc3nc(SC)nc(N)c23)CO1 (configuration not stated)	1.3	·	-1.7	-0.8	-5.0	1.9	2.7	1.5	10.7
COc1cc(C(=O)NCc2ccco2)cc(OC)c1OC	9.3	0.6	3.5	-4.4	-2.6	-2.1	1.0	2.7	2.4
COc1ccc(N2CCN(S(=O)(=O)c3cnc[nH]3)CC2)cc1	11.5	-0.5	4.7	-0.3	2.5	0.1	-3.1	1.7	-0.5
COC(=O)CN1C2=NCCCN2c2ccccc21	-5.8	-1.0	2.9	2.0	-1.4	3.7	8.1	0.4	-0.2
CCN(CC)C1CCN(C(=O)c2ccc(OC3CCN(Cc4ccccn4)CC3)cc2)C1 (configuration not stated)	-5.7	-3.5	-7.2	-7.1	4.7	-4.2	0.3	-7.2	2.8

Full records as entered above:
Results for COc1cc(C(=O)NCc2ccco2)cc(OC)c1OC → GLD-1 RNA inh: 9.3; MEX-5 binding: 0.6; BCLXL inh: 3.5; pPAFAH inh: -4.4; PME-1 inh: -2.6; Fam108B inh: -2.1; PAFAH1B2 inh: 1.0; MCL1 BIM primary: 2.7; AHR activator: 2.4
Results for COC(=O)CN1C2=NCCCN2c2ccccc21 → GLD-1 RNA inh: -5.8; MEX-5 binding: -1.0; BCLXL inh: 2.9; pPAFAH inh: 2.0; PME-1 inh: -1.4; Fam108B inh: 3.7; PAFAH1B2 inh: 8.1; MCL1 BIM primary: 0.4; AHR activator: -0.2

Additional structures:
SMILES	GLD-1 RNA inh	MEX-5 binding	BCLXL inh	pPAFAH inh	PME-1 inh	Fam108B inh	PAFAH1B2 inh	MCL1 BIM primary	AHR activator
Cc1cc(C)cc(NC(=O)CSc2nc3[nH]ncc3c(=O)[nH]2)c1	5.3	2.1	0.6	-5.0	-11.8	2.5	-4.6	10.3	44.4
CC(C1CC1)N(Cc1ccccc1)C(=O)NC(=O)c1ccccc1 (configuration not stated)	4.2	0.6	7.7	-1.9	3.1	1.7	-0.3	0.2	-1.5
CCCOc1ccc(C(=O)NNC(=S)NC(C)=O)cc1	1.5	-0.4	4.0	4.0	2.8	4.4	-1.0	5.6	3.9
CC(C)NC(=O)c1ccccc1N(Cc1ccccc1)S(C)(=O)=O	-6.2	-1.5	-0.3	4.5	-0.9	0.7	0.2	4.8	-2.0
COCCCNC(=O)c1cn(CCOC)c(=O)c2c1c1ccccc1n2C	4.3	-1.1	-3.0	1.3	-0.8	1.4	2.8	0.1	9.1
Cc1ccc(N=Nc2c(C)[nH]n(C(N)=S)c2=O)cc1	-3.7	0.5	3.3	4.2	-0.1	-5.0	5.6	5.5	50.6*
Cc1cc(C)c(O)c(-c2cc(C(=O)NCCc3ccc(S(N)(=O)=O)cc3)[nH]n2)c1	-3.0	1.7	-2.2	9.6	-12.3	0.0	-3.7	11.0	3.6
COC(=O)c1sccc1NC(=S)Nc1cccc(F)c1	1.5	-1.7	-1.3	-2.4	2.9	-1.4	8.5	-4.0	1.7
CCn1c(-c2ccoc2C)n[nH]c1=S	3.3	0.9	-7.9	6.0	6.4	2.5	5.7	-7.1	2.8
CCOC(=O)c1c(NC(=S)Nc2cccnc2)sc(C)c1C	-2.5	-0.4	10.2	2.5	7.8	7.2	1.0	11.6	20.8
COc1ccc(/C(=N/Nc2ncnc3ccccc23)C(=O)O)cc1	2.6	11.2	6.3	-2.5	11.2	2.0	-1.8	0.8	72.9*
COc1cc(/C=N/NC(=O)CC2(C)OCCCO2)ccc1OCc1ccccc1	1.8	1.2	-1.3	10.3	-9.7	2.2	1.8	5.9	19.6
COc1ccccc1NC(=O)c1nn(C)cc1Br	-1.7	-0.3	2.7	3.5	2.6	3.4	0.5	2.8	61.2*
COc1cc(OC)c(OC)cc1CN1CCN(C(=O)CC(C)C)CC1	4.9	-0.2	10.4	3.8	5.1	0.3	4.0	15.8	-1.1
Cc1nc(-c2ccc(F)cc2)c(CC(=O)N2CCN(S(=O)(=O)c3cccc(Cl)c3)CC2)s1	0.5	-1.8	0.1	4.2	7.1	0.2	3.7	-3.1	-1.4
CSc1ccc(C#N)cc1NC(=O)c1ccc(Cl)cc1	-0.9	-0.7	-0.3	2.9	2.4	-1.9	-5.4	4.3	96.9*
CC(=O)c1cc2c(cc1NC(=O)CCc1ccccc1)OCO2	5.6	-1.2	2.0	0.6	-4.3	1.5	4.5	-5.4	7.4
CSc1ccc(/C=C(\C#N)C(=O)Nc2cccc(C)c2)cc1	4.0	-1.8	-0.7	1.4	0.3	-10.6	-3.5	-9.1	0.3
CCOc1ncccc1C(=O)N(C)CC(=O)Nc1ccccc1SC	-0.2	-2.1	-7.2	0.6	-1.3	5.1	3.4	-10.8	1.1
O=C(NCc1ccc2c(c1)OCO2)C(=O)NCC1OCCN1S(=O)(=O)c1ccc(F)cc1 (configuration not stated)	2.8	-0.9	-2.6	13.7	1.2	-1.8	9.4	-9.6	1.4
Cc1ccc(SC(=O)COc2ccc(C)c(C)c2)cc1	16.8	-2.6	6.1	3.7	4.6	0.7	3.4	8.5	0.4
CC1(C)CC(=O)C(C=NCCc2ccc(S(N)(=O)=O)cc2)=C(O)C1	0.4	-0.6	1.6	4.3	-1.4	2.8	3.1	-4.5	2.8

These rows are one share of the data, so the mix of outcomes need not match the whole.
